# TrxR1 inh: rat TrxR1 inhibition; actives 1% (n = 390,000); O89049; Potency, µM (top dose mostly 114 µM), without a hit: at the top dose activity change, negative = inhibition, hits mostly inhibitors; AID 588453; recombinant rTrxR1, NADPH fluorescence consumption, selenite substrate; note: % is set by controls: 0 for no effect and ±100 for the full control effect; nearly all actives have a fitted effect of over 65% in size
#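 Rat TrxR1 (90 nM in the dispensed reagent) was pre-reduced with 400 uM NADPH for 5 min at room temperature, then incubated with compound for 15 min. After 400 uM selenite was added, NADPH fluorescence (Ex 340/Em 450 nm) was followed for 8 min.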
# JMJD2A Tudor inh: JMJD2A Tudor domain (human) inhibition | AlphaScreen JMJD2A-Tudor / H3K4me3 peptide binding | Potency, µM (titrated, usually from 114 µM), for the others: at the highest dose activity change, negative = inhibition, actives largely listed as inhibitors | actives 4.4% (n = 390,000) | AID 504339; note: % is set by controls: 0 for no effect and ±100 for the full control effect; nearly all actives have a fitted effect of over 50% in size
# Pin1 inh: human Pin1 inhibition; Potency, µM (doses to about 115 µM), inactives show at the top dose activity, negative = inhibition, hits mostly inhibitors; Pin1 FP peptide displacement, HiFluor488, 10 min; actives 0.009% (n = 390,000); active = well fitted inhibition curve with a large enough effect in the polarisation, with a control signal flat, not every such curve was filed as active; inconclusive = small, poorly fitted or top-dose-only effect, or effect the other way, or a change in a side signal; inactive = no such curve, though single readings can be large or run the other way; the % refers to the polarisation; note: % is set by controls: 0 for no effect and ±100 for the full control effect
# Target sequence (Q13526 whole entry, looked up): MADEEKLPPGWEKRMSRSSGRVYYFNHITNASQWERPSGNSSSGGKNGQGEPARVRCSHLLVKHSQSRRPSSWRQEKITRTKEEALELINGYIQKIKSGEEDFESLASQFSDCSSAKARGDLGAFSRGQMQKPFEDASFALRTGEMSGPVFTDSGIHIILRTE
# PGK inhibitor: blocks T. brucei phosphoglycerate kinase. PGK/GAPDH coupled, Kinase-Glo luminescence, 60 min. Potency, µM (top dose mostly 57.5 µM), for inactives: at the top dose activity change, negative = inhibition, most hits filed as inhibitors. actives 0.043% (n = 380,000). AID 602233; note: % is set by controls: 0 for no effect and ±100 for the full control effect; nearly all actives have a fitted effect of over 60% in size
#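 Luminescent ATP detection (Kinase-Glo Plus) follows a 60-minute room-temperature incubation, with wells lacking PGK as controls. Buffer: 100 mM TEA (pH 7.6), 5 mM MgCl2, 0.01% Tween-20. Coupling enzyme GAPDH (100 nM final) supplies unstable 1,3-BPG in-well.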
# HP1b binding inh: blocks HP1-beta chromodomain binding to methylated histone tails; AlphaScreen HP1-beta / biotin-H3K9me3 peptide binding; Potency, µM (series often up to 114 µM), without a hit: at the top dose activity change, negative = inhibition, usual class: inhibitors; actives 0.56% (n = 390,000); AID 540317; note: nearly all actives have a fitted effect of over 70% in size; inactives centre near 23
# Target sequence (P83916 whole entry, looked up): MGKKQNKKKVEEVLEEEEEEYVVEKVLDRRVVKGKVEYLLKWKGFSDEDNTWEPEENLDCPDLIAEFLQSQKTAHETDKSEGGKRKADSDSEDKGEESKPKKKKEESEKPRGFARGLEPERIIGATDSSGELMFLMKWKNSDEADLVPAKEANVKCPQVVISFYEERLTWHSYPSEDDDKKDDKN
#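 HP1-beta protein (50 nM final) preincubated 30 min at room temperature with biotinylated H3(1-18)K9me3 peptide (50 nM) in PBS pH 7.4, 0.01% Tween-20, then compound added for 30 min. AlphaScreen streptavidin donor/nickel chelate acceptor beads (10 ug/mL final), 30 min dark, luminescence read.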
# RGS4 inhibitor: inhibitors of human regulator of G protein signaling 4; Transcreener GDP fluorescence polarization, RGS4-accelerated GTP hydrolysis; Potency, µM (doses to about 114 µM), without a hit: at the highest dose activity change, negative = inhibition, actives largely listed as inhibitors; actives 0.039% (n = 390,000); AID 504845; note: % is set by controls: 0 for no effect and ±100 for the full control effect; nearly all actives have a fitted effect of over 75% in size; some results filed as inactive show a strong effect at the top dose
#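 MLSMR compounds (23 nl, pin-transferred) preincubated 10 min at room temperature with a 500nM (2x) first reagent, then RGS4 at 900nM (2x) plus Transcreener GDP mix added; fluorescence polarization (620/688 nm) read before and after 90 min at 30 °C.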
# ERG Ets-DNA blk: ERG Ets/DNA interaction inhibition | Potency, µM (top dose mostly 76.9 µM), inactives show at the highest dose FP activity, negative = inhibition, most hits filed as inhibitors | AID 624246 | actives 0.028% (n = 370,000) | fluorescence polarization, His-ERG Ets domain / labelled DNA; active = well fitted inhibition curve with a large enough effect in the polarisation, with a control signal flat; inconclusive = small, poorly fitted or top-dose-only effect, or effect the other way, or a change in a side signal; inactive = no such curve, though single readings can be large or run the other way; the % refers to the polarisation;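 note: polarization taken with two DNA probes labelled with fluorescein and Texas red; % of control where 0% means no effect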
# Target sequence (P11308 whole entry, looked up, the tested form may be a part): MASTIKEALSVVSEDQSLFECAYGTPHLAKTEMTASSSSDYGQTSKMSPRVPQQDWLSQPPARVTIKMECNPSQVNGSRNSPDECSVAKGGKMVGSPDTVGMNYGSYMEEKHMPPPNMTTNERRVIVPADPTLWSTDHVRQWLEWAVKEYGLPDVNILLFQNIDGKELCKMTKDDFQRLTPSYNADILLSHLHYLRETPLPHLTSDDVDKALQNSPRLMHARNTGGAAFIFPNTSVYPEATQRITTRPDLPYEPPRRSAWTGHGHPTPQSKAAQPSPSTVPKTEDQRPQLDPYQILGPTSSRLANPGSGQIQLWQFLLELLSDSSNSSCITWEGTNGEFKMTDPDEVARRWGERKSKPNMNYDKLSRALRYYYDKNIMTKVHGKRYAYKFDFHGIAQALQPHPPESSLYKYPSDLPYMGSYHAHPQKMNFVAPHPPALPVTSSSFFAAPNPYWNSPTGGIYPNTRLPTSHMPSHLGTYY
#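 His-tagged ERG Ets domain (1 uM in the protein solution; 300mM KCl, 50mM Tris-HCl, 1mM EDTA, 1mM DTT, pH 7.5) received compound, then a probe mix of 5 nM fluorescein-DNA and 100nM Texas-615-DNA. Fluorescence polarization was read for both dyes.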
# GLS inh: inhibitors of human glutaminase (GLS). O94925. GLS enzymatic activity, qHTS titration. Potency, µM (top dose mostly 45.5 µM), for inactives: at the highest dose activity change, negative = inhibition, hits mostly inhibitors. actives 0.21% (n = 410,000). AID 624170; note: % is set by controls: 0 for no effect and ±100 for the full control effect
#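 Glutamate formation by hKGA was monitored fluorometrically using coupled glutamate oxidase, HRP and Amplex Red. Substrate was added as 1 mM L-glutamine solution; incubation was 30 min at RT after an initial read.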
# ALOX12 inh: inhibitors of human 12S-lipoxygenase ALOX12; AID 1671190; purified 12hLO, xylenol orange hydroperoxide absorbance; actives 1.1% (n = 580,000); P18054; Potency, µM (titrated, usually from 108 µM), for inactives: at the top dose activity change, negative = inhibition, hits mostly inhibitors; note: % is set by controls: 0 for no effect and ±100 for the full control effect
#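 Purified human 12hLO at 150 nM in 25 mM Hepes, 0.01% Triton X-100, pH 7.0, preincubated 15 min at room temperature with compound. Reaction started with 40 uM arachidonic acid, 30 min at room temperature. Hydroperoxide measured by Fe-xylenol orange, 573/405 nm absorbance ratio.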
# An asterisk follows results filed as active; i = inactive; ? = inconclusive; / = not tested or not shown; & = joins results of further samples; [ ] = dose if it differs, or a comment. Unless noted, calls come from the whole dose curve; as a rule, active = well fitted curve in the direction sought with a large enough effect; inconclusive = small, poorly fitted or top-dose-only effect, or another doubt; inactive = no such curve, though single readings can be large; an effect the other way counts as inactive or inconclusive. Potency is the fitted concentration of half-maximal effect.
TrxR1 inh	JMJD2A Tudor inh	Pin1 inh	PGK inhibitor	HP1b binding inh	RGS4 inhibitor	ERG Ets-DNA blk	GLS inh	ALOX12 inh	structure
22%	-21%	15%	-2%	17%	7%	-2%	-2%	46%	COc1ccc(NC(=O)COC(=O)c2ccc(C)c(S(=O)(=O)N3CCCCC3)c2)cc1
5%[57.1 µM]	-13%	7%	-8%	15%	-32%	1%	10%	-12%	CCC(Cc1ccccc1)NC(=O)CSc1ccsc1[N+](=O)[O-] (stereo unspecified)
16%[57.1 µM]	-13%	/	7%	20%	-4%	-25%	3%	-3%	Cc1nc2c(C(=O)NCCC(C)C)c[nH]n2c(=O)c1Cc1ccccc1F
26%[57.1 µM]	-29%	-1%	-2%	33%	-53%	1%	1%	-1%	CC(/C=C/c1ccccc1)=N/NC(=O)c1cccc(Br)c1
4%[57.1 µM]	-3%	3%	2%	5%	23%	3%	6%	-6%	O=C(CCC1CCCCC1)Nc1ccccc1C(=O)N1CCOCC1
31%	-8%	2%	4%	29%	10%	12%	4%	-9%&-2%	COc1ccc(NC(=O)c2cc3ccccc3[nH]2)cc1
20%	-23%	-1%	i	56%[activator]	-4%	7%	1%	-5%	CC(C)CC(=O)NC(=S)Nc1nc(-c2ccc(Cl)cc2)cs1
-1%	-12%	-12%	4%	41%[activator]	-16%	10%	2%	-23%	CN(C(=O)CSc1nccc(=O)[nH]1)C1CCCCC1
5%[57.1 µM]	79µM*	?	-9%	-15%	-23%	2%	43%[activator]	0%	CC(=O)c1c(C)n(-c2ccc(N(C)C)cc2)c2ccc(OCC(N)=O)cc12
-5%	-7%	6%	-6%	26%	-2%	-17%	13%	6%	Cc1nc(-c2ccc(S(=O)(=O)N3CCN(c4ccccc4)CC3)cc2)co1
?	3%	?	-2%	9%	3%	-17%	1%	-6%	CSCCC(NS(=O)(=O)c1ccc2c(c1)oc(=O)n2C)C(=O)NCc1cccs1 (stereo unspecified)
28%[57.1 µM]	-14%	-6%	-9%	33%	-9%	14%	12%	-21%	CC1(C)CC(O)(CNCc2ccc3c(c2)OCO3)CCO1 (stereo unspecified)
1%	0%	1%	4%	0%	-1%	?	0%	-16%	CC1CC(C)CN(CCCNS(=O)(=O)c2cc(Br)cc3c2N(C(=O)C2CC2)CC3)C1 (stereo unspecified)
-2%	-23%	6%	-15%	36%	-45%	-14%	-16%	10%	COc1ccc(CCn2c(NN)nc3c2c(=O)[nH]c(=O)n3C)cc1
0%	-10%	2%	11%	29%	9%	-4%	0%	0%	Cc1ccc(S(=O)(=O)N2CCCCC2)cc1NC(=O)c1ccccn1
9%	?	8%	/	0%	-4%	/	/	/	COc1ccc(C(=O)N(Cc2ccccc2)Cc2ccc(OC)c(COc3ccc(NC(C)=O)cc3)c2)cc1
-1%[57.1 µM]	-8%	-9%	-1%	59%[activator]	-19%	3%	2%	3%	Nc1nnc(SCC(=O)N2CCc3ccccc32)n1-c1ccccc1
16%	-3%	-9%	9%	25%	0%	-5%	2%	-18%	CC(=O)CSc1nnc(-c2cnccn2)n1-c1ccccc1
-12%[57.1 µM]	-20%	-10%	-9%	11%	0%	1%	1%	5%	CC(NC(=O)c1ccc(Cl)cc1)c1nnc(SCc2ccc([N+](=O)[O-])cc2)n1C (stereo unspecified)
0%	-24%	-11%	-6%	40%[activator]	17%	5%	2%	23%	Cc1cc(N/N=C/c2ccccc2O)nc(N2CCOCC2)n1
-19%	?	-8%	-6%	14%	-33%[56.9 µM]	-8%	1%	4%	Cc1cc(C)c(CN2CCC(N3CCC(C(=O)NCC4CCCO4)CC3)CC2)cc1C (stereo unspecified)
12%	-6%	2%	i	25%	9%	-2%	5%	3%	COCCNC(=O)C1=CC(c2ccc3c(c2)OCO3)=NS(=O)(=O)N1C
6%&2%	-7%&-10%	6%&-2%	5%	26%&25%	-3%&12%	-4%&0%	9%&2%	0%&-18%	CCn1c(=O)c(=O)n(CC)c2cc(S(=O)(=O)Nc3ccc(C)cc3)ccc21
3%[57.1 µM]	35µM*	?	-3%	?	?	3%	0%	28%	COc1cc(/C=N/NC(=O)CC#N)cc(Br)c1O
-10%	0%	0%	-3%	33%	15%	2%	24%	0%	NNC(=O)c1ccc(Cn2cc(Br)cn2)cc1
35%	-16%	-3%	-1%	28%	1%	-18%	-11%	2%	COC(=O)CCCC(=O)N1CCCC(CNS(=O)(=O)c2ccc(OC)cc2)C1 (stereo unspecified)
16%	-29%	6%	-6%	-1%	9%	6%	1%	?	CCN1CCN(c2ccc(S(=O)(=O)N3CCCCC3)cc2NC(=O)CC(C)c2ccccc2)CC1 (stereo unspecified)
0%[57.1 µM]	-9%	-4%	-1%	32%	-9%	1%	1%	0%	O=C(CCC1CCCC1)Nc1ccc(Br)cn1
?	-15%	0%	i	17%	-31%	12%	-9%	?	CCCCC(=O)NC(=S)Nc1ccc(S(=O)(=O)N2CCCC2)cc1
11%[57.1 µM]	-9%	-9%	1%	12%	17%	-7%	3%	-7%	CCC(=O)N1c2ccccc2CC1C(=O)NCCN1CCN(c2ccccc2F)CC1 (stereo unspecified)
10%[57.1 µM]	-12%	-2%	i	9%	16%	2%	-18%	-9%	COc1cccc(CNC(=O)CSc2cc(C)[nH]c(=O)n2)c1
19%[57.1 µM]	-19%	1%	i	53%[activator]	-9%	-4%	5%	-24%	CC(=O)c1cccc(NC(=O)C(C)n2c(=O)cc(C)c3c(C)nn(-c4ccccc4)c32)c1 (stereo unspecified)
14%	-6%	1%	4%	27%	12%	-7%	14%	6%	COC(=O)c1cc(S(=O)(=O)N2CCCC2=O)c(Cl)cc1Cl
16%	-6%	2%	i	47%[activator]	16%	-4%	0%	-3%	O=C(O)CSc1ncccn1
28%	-8%	-8%	-5%	39%	9%	15%	-8%	-1%	Cc1ccc(-c2nnn(CC(=O)N(CCN3CCOCC3)C(C(=O)NC3CCCC3)c3ccncc3)n2)o1 (stereo unspecified)
5%	1%	-6%	3%	59%[activator]	26%	-4%	5%	-3%	CC1(c2nnc(Cc3ccccc3)o2)CC(c2ccccc2Br)=NO1 (stereo unspecified)
2%[57.1 µM]	-17%	10%	i	-2%	-34%	1%	-16%	40µM*	Nc1cc(=O)[nH]c(SCC(=O)N2N=C(c3ccc(Cl)cc3)CC2c2ccco2)n1 (stereo unspecified)
50%[activator]	45µM*	-1%	-6%	-16%	-20%	2%	30%[activator]	/	CCCCNc1c(-c2ccc(OC)c(Sc3ccc(OC)cc3)c2)nc2ccccn12
17%[57.1 µM]	-9%	0%	0%	-23%	-27%	7%	-5%	-28%	O=C(CCN1C(=O)/C(=C\c2ccc(F)cc2)SC1=S)Nc1ccccc1
60%[activator]	-14%	2%	-8%	33%	18%	18%	-1%	9%	NC(=O)Nc1ccc(C(=O)N2CCN(S(=O)(=O)Cc3ccccc3)CC2)cc1
14%	9%	2%	-2%	46%[activator]	-19%	-4%	-12%	-11%	CCc1nnc(NC(=O)C2CCC(CNc3c(N4CCC(C)CC4)c(=O)c3=O)CC2)s1 (stereo unspecified)
4%	-18%	-2%	-9%	37%	5%	4%	18%	-22%	C[C@H](CO)N1C[C@H](C)[C@@H](CN(C)S(C)(=O)=O)Oc2c(NC(=O)Nc3ccc4c(c3)OCO4)cccc2C1=O
17%[57.1 µM]	-10%	11%	2%	35%	11%	0%	3%	3%	CCN(CC)S(=O)(=O)c1ccc2c(c1)nc(CN(C)C(=O)c1cccc(Cl)c1)n2C
14%	-10%	1%	-4%	17%	-17%	-8%	1%	12%	COc1ccc(OCCN2CCN(S(=O)(=O)c3ccccc3C#N)CC2)cc1
0%	-4%	-5%	-6%	24%	-2%	5%	-4%	136%[activator]	COCCn1c(=NC(=O)CSCC(=O)N2CCOCC2)sc2cc(C)ccc21
-4%	-21%	25%	-1%	26%	-19%	8%	3%	9%	COC(=O)c1ccc(CSc2nc3ccccc3c(=O)n2-c2ccccc2)o1
-18%	-18%	1%	-9%	51%[activator]	-26%[56.9 µM]	-3%	8%	/	CC(C(=O)c1ccc(-c2ccccc2)cc1)[n+]1cccc(Br)c1 (stereo unspecified)
12%	-14%	10%	-1%	15%	15%	-7%	7%	0%	COc1ccccc1NS(=O)(=O)c1cc(NC(=O)c2sccc2C)ccc1N1CCOCC1
19%	-11%	?	-1%	33%	-31%	/	-1%	-18%	COCCCNC(=O)Cn1nnc(-c2ccc(NC(=O)c3ccc(F)cc3)cc2)n1
6%	?	-6%	4%	47%[activator]	-7%	-2%	-8%	6%	O=C(N/N=C/c1ccccc1O)C1SCCCS1

# A portion of the library; the hit share may differ from the screen's.
